# Source: PubChem
# NALP3 yeast inh = NALP3 inhibition in yeast; 330,000 compounds, 0.39% hits; inhibition, % at 10 µM; Yeast reconstituted NLRP3/ASC/caspase-1, beta-gal luminescence, 24 h;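 active = inhibition of 50% or more; inactive = inhibition below 50%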;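 also: plate controls were induced DMSO wells for no effect and uninduced yeast grown without galactose for full effect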
# SENP1 FRET inh = blocks the human SENP1 SUMO protease catalytic domain. recombinant SENP1 catalytic domain, CyPet-SUMO1-YPet FRET cleavage. Q9P0U3. AID 624204. 360,000 compounds, 0.21% hits. inhibition, % at 10 µM;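 active = inhibition at least 30% at 10 µM, raw YFP signal under a set limit, fluorescence ratio 0.5 to 1.5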;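 also: 0% = enzyme with DMSO and 100% = no enzyme wells; some results filed as inactive read as strong as hits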
# Target sequence (Q9P0U3 419-644 limits assumed): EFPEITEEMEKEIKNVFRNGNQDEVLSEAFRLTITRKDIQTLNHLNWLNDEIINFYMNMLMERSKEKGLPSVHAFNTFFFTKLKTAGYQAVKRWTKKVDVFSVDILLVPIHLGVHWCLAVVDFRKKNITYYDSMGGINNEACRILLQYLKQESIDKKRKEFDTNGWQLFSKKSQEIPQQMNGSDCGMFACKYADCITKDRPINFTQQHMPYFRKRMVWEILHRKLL
#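 Assay system – human recombinant His6-tagged SENP1 catalytic domain enzyme · Input – SENP1 enzyme, 20 pM final · Buffer or medium – Tris pH 8 buffer plus EDTA, NaCl, BME, BSA, NP40, catalase · Schedule – 50 min reaction at room temperature · Technique – FRET read of cyan and yellow fluorescence · Control set – no-enzyme wells low, DMSO-plus-enzyme wells high control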
# SENP6 block = blocks the human protease SENP6; AID 2599; inhibition, % at 10 µM; Q9GZR1; Recombinant SENP6 catalytic domain, aminoluciferin luminescence; 330,000 compounds, 1.8% hits;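 active = inhibition above about 50% at the single tested dose, limit read from the data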;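 also: plate controls were DMSO wells with enzyme for no effect and DMSO wells lacking enzyme for full effect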
# SENP8 block-1 = SENP8 protease inhibition. Q96LD8. purified SENP8, Z-RLRGG-aminoluciferin cleavage, luminescence. inhibition, % at 10 µM. 330,000 compounds, 1.2% hits. AID 2540; in the data active = inhibition above about 50%
# Target sequence (Q96LD8 whole entry, looked up): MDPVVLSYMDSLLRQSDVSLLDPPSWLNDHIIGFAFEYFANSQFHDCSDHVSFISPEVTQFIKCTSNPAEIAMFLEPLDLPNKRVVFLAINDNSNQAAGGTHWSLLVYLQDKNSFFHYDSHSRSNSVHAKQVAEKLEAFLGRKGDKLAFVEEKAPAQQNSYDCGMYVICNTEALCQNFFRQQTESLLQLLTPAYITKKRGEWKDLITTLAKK
# SENP8 block-2 = SENP8 (human) protease inhibition. Q96LD8. recombinant SENP8, Nedd8 substrate fluorescence. inhibition, % at 20 µM. 360,000 compounds, 0.64% hits. AID 602440; in the data active = inhibition mostly above about 40%, no sharp cut-off; inactive = mostly below about 27%
# PfG6PD inh = PfG6PD (Plasmodium falciparum) enzyme inhibition; PfGluPho enzyme, NADPH resazurin-diaphorase fluorescence; inhibition, % at 20 µM; 350,000 compounds, 0.78% hits; AID 504690;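 active = inhibition reaching at least a set limit at 20 µM in the primary screen, cut at about 59% in these data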;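 also: 0% = DMSO wells with substrate and 100% = DMSO wells lacking glucose-6-phosphate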
# HKDC1 inhibitor = HKDC1 (human) hexokinase inhibition. Q2TB90. recombinant HKDC1, G6PDH/diaphorase resazurin coupled fluorescence. inhibition, % at 20 µM. 340,000 compounds, 0.16% hits. AID 493160;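 active = inhibition above about 35% when tested at 20 µM, limit read from the data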;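 also: plate controls were DMSO wells with enzyme for no effect and DMSO wells lacking enzyme for full effect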
#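 Test system: recombinant HKDC1 (HK5) hexokinase enzyme, produced in-house / Doses: 20 µM test compound, 1% DMSO / Timing: 90 min, room temperature / Detection: G6PDH/diaphorase-coupled fluorescence, 1 mM NADP, 100 µM resazurin, 525/613 nm / Control set: DMSO wells with and without enzyme mix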
# Apaf1 inhib = human Apaf-1 inhibition; O14727; inhibition, % at 20 µM; 330,000 compounds, 0.71% hits; reconstituted apoptosome caspase-3 activity, DEVD-Rh110 fluorescence; active = inhibition of at least 40% at 20 µM;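 also: plate controls were DMSO wells for no effect and DEVD-CHO caspase inhibitor wells for full effect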
#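 Assay system: Apoptosome proteins | Medium: pH 7.5 Hepes buffer with CHAPS, BSA, DTT | Also added: Cytochrome c and DEVD-Rh110 substrate | Times: 30 min plus 50 min, RT | Detection: Rhodamine 110 fluorescence at Ex 480/Em 540 nm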
# SENP7 block = blocks the human protease SENP7 | Q9BQF6 | recombinant SENP7, Z-RLRGG-aminoluciferin luminescence, 40 min | inhibition, % at 5 µM | 330,000 compounds, 1.5% hits | AID 434973;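 active = inhibition above about 50% at the single test dose, limit read from the data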;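 also: plate controls were DMSO with enzyme for no effect and no enzyme buffer wells for full effect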
# Target sequence (Q9BQF6 706-1050 limits assumed): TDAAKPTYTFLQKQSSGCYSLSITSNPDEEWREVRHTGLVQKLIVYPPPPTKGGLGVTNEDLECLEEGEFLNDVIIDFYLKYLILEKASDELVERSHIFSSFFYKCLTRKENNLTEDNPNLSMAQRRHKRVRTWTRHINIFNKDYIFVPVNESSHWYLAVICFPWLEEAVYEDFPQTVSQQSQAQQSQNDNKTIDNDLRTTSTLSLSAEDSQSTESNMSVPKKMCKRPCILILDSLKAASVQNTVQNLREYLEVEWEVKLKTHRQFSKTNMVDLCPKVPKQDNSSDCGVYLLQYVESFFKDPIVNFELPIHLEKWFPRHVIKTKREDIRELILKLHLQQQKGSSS
# * = called active by the depositor; nt = not tested or not shown. Random draw from the library, and some 4.1% of all compounds hit somewhere here.
SMILES	NALP3 yeast inh	SENP1 FRET inh	SENP6 block	SENP8 block-1	SENP8 block-2	PfG6PD inh	HKDC1 inhibitor	Apaf1 inhib	SENP7 block
CCOc1ccc(CCNC(=O)CSc2nc3ncc(Cl)cc3[nH]2)cc1OCC	8	1	-17	-11	7	-24	4	-3	-14
Cc1cc(C(=O)COC(=O)c2ccc[nH]c2=O)c(C)n1C1CC1	3	0	-35	-4	5	-6	-12	2	-3
O=C(NCc1ccc(F)cc1)C1CCCN1S(=O)(=O)c1ccccc1C(F)(F)F (stereo not drawn)	7	-1	-8	9	-2	6	-5	-11	2
Cc1cccc(C)c1OCc1nnc(SCC(=O)Nc2ccccc2F)o1	14	2	8	2	-1	-2	-3	-15	0
CCC(C(=O)Nc1cccc(OC)c1)n1nc(C)c2c(C)n(-c3ccccc3)nc2c1=O (stereo not drawn)	18	2	-10	1	6	12	-4	4	-1
CC(C)CC(=O)Nc1ccc(C(=O)COC(=O)C2CCC2)cc1	5	2	15	1	5	1	-5	20	3
O=C(NCc1ccc(Cl)cc1)c1cc(=O)[nH]c2ccccc12	-16	4	-53	-3	-124	-3	-6	9	-19
CCOC(=O)C1=C(C)NC2=C(C(=O)CCC2)C1c1cccs1 (stereo not drawn)	9	0	-3	-3	-378	-5	-4	2	-4
COc1ccc(N2C(=O)CC(N3CCN(c4ccc(S(=O)(=O)N5CCCC5)cc4)CC3)C2=O)cc1 (stereo not drawn)	7	3	-26	-4	22	5	7	2	12
CC(OC(=O)C1CC1)C(=O)Nc1ccc([N+](=O)[O-])cc1Cl (stereo not drawn)	19	0	-16	-3	16	4	-6	-9	-4
CC1CCc2sc(C(=O)N=Nc3c(O)[nH]c4ccccc34)cc2C1 (stereo not drawn)	12	nt	-12	-7	nt	nt	nt	14	-2
N/C(=N\OC(=O)c1cccc(Br)c1)c1ccccc1	15	0	72*	67*	14	0	-6	6	86*
CCOC(=O)c1cc(CC)sc1NC(=O)CCC(=O)O	10	-3	-19	-1	1	-17	-6	1	-2
Cc1cc(C(=O)N2CCC(C)CC2)on1	9	1	14	0	4	-6	-2	-19	5
CC1CN(CCOc2ccc(Cl)cc2Cl)CC(C)O1 (stereo not drawn)	4	1	-2	1	14	2	1	4	-5
COC(=O)Cn1c(=O)c(C(=O)CCl)c(N)n(Cc2ccccc2)c1=O	0	2	6	2	15	3	2	-29	5
CC(C)Cn1cc(C(=O)N2CCC(C)CC2)c2c3ccccc3n(C)c2c1=O	3	-3	-10	3	-412	-9	1	-14	5
CCOc1ccc(NC(=O)CSCC(=O)O)cc1	2	0	-2	7	16	3	-6	0	5
Cc1nc([N+](=O)[O-])c(Br)n1CC(=O)c1ccc(Br)cc1	19	0	-5	-7	24	3	34	16	-15
Cc1ccccc1CSCC(=O)c1c(N)n(CC(C)C)c(=O)n(C)c1=O	10	1	-4	1	32	1	-5	-5	8
O=C(c1cccc2ccccc12)N1CCN(Cc2ccccc2F)CC1	18	0	13	-12	11	8	-5	13	5
CC(C)CC(=O)NC(=S)Nc1ccc(N2CCOCC2)cc1	31	1	10	5	18	-1	-10	-3	-3
CCOC(=O)C1=C(CS(=O)(=O)c2ccc(Cl)cc2)NC(=O)NC1c1ccc(O)c(OC)c1 (stereo not drawn)	13	1	-9	-5	8	1	-1	4	0
COc1ccccc1C(=O)NC(=S)NNC(=O)c1sc2ccccc2c1Cl	8	1	3	2	3	-26	-7	12	0
COc1ccccc1C(=O)n1nc(-c2ccccc2)nc1N	4	0	9	1	-16	-8	-7	0	8
COC(=O)CCN(c1ccccc1)S(=O)(=O)c1ccc(OC)cc1	20	4	-13	-5	21	-6	-3	2	0
CCOC(=O)C1CCN(C(=O)C2COc3ccccc3O2)CC1 (stereo not drawn)	7	1	2	-7	6	7	-4	2	6
CC(C)OC(=O)c1cc(C(=O)c2cc(F)ccc2O)coc1=N	1	-56	10	6	-115	-10	-3	20	11
CCOC(=O)N1CCC(N2CC34C=CC(O3)C(C(=O)O)C4C2=O)CC1 (stereo not drawn)	21	0	3	5	2	10	-6	-7	-5
COC(=O)C(C)Sc1nnc2n(-c3cccc(C)c3)c(=O)c3c4c(sc3n12)CCCC4 (stereo not drawn)	16	2	2	-2	14	3	8	6	-3

# A stretch from further up, for reference:
SMILES	NALP3 yeast inh	SENP1 FRET inh	SENP6 block	SENP8 block-1	SENP8 block-2	PfG6PD inh	HKDC1 inhibitor	Apaf1 inhib	SENP7 block
CCOC(=O)N1CCC(N2CC34C=CC(O3)C(C(=O)O)C4C2=O)CC1 (stereo not drawn)	21	0	3	5	2	10	-6	-7	-5
COC(=O)C(C)Sc1nnc2n(-c3cccc(C)c3)c(=O)c3c4c(sc3n12)CCCC4 (stereo not drawn)	16	2	2	-2	14	3	8	6	-3

# Later entries:
SMILES	NALP3 yeast inh	SENP1 FRET inh	SENP6 block	SENP8 block-1	SENP8 block-2	PfG6PD inh	HKDC1 inhibitor	Apaf1 inhib	SENP7 block
CCC(C)NC(=O)CCC(=O)Nc1ccc2nc(N3CC(C)CC(C)C3)cc(C)c2c1 (stereo not drawn)	-6	-4	-13	-2	-431	-5	0	-9	-6
CCc1cccc(CC)c1N(COC)C(=O)Cn1ccccc1=N	4	-4	-18	-1	3	0	0	-3	-1
O=C(O)CC1(CC(=O)Nc2cc3ccccc3cn2)CCCCC1	18	-1	-3	-3	-144	0	0	-8	-1
COCc1cc(C)nc(OCC(=O)N/N=C/c2cc(C)n(-c3c(C)cccc3C)c2C)c1C#N	3	-2	1	-1	-90	4	9	17	0
O=C1c2ccccc2S(=O)(=O)c2cc(C(=O)N3CCN(C(=O)c4ccccc4)CC3)ccc21	14	2	-13	-17	5	-9	-5	12	-17
COc1ccc(-c2nn(-c3ccccc3)cc2C(=O)N2CCN(C(=O)c3ccco3)CC2)cc1	6	1	0	1	3	10	-8	29	8
C/C(CC(=O)NCc1ccco1)=N\NC(=O)COc1ccc(C)cc1	13	5	-7	-14	12	-21	3	3	-8
CC12CCC3C(CCC4N(CCO)CCC34C)C1CCC2O (stereo not drawn)	22	2	-13	-16	25	-15	-4	0	-12
O=C(O)c1cc(Cl)ccc1OS(=O)(=O)c1ccc(Cl)s1	8	-2	22	-9	0	5	-5	3	4
CC(C)(C)C1N=C(c2ccc3ccccc3c2)OC1=O (stereo not drawn)	6	3	2	1	12	8	0	-7	-4
C[C@]12C(=O)N(c3cccc(F)c3)C(=O)N1[C@H]1c3ccccc3OC[C@@H]1[C@H]2c1ccccc1	2	-1	-9	1	4	13	4	18	9
Cc1ccc(N2CS(=O)(=O)/C(=C/N(C)C)C2=O)cc1	12	0	20	-23	16	-24	-3	-11	-5
COc1ccc(Cl)cc1NC(=O)CN(C)C(=O)c1sc2ccccc2c1Cl	13	1	-11	-6	10	18	-1	9	-2
O=C(Nc1ccc(S(=O)(=O)Nc2ncccn2)cc1)c1cccnc1	21	3	-1	3	15	-1	-7	10	1
CCc1ccccc1N(CC(=O)NCc1ccccc1)C(=O)CCC(=O)Nc1ccccn1	3	3	23	6	13	-14	2	8	2
CCCCOc1ccc(N(CC(=O)NC(C)(C)CC)C(=O)CCC(=O)Nc2ccccn2)cc1	3	1	-3	-2	31	8	1	5	9
Cn1c(N2CCN(c3ccccn3)CC2)nc2c1c(=O)n(Cc1ccccc1Cl)c(=O)n2C	11	-10	-11	-3	-6	-11	-3	10	-4
O=C(Cc1ccccc1)Nc1nc(-c2ccc(F)c(F)c2)cs1	16	0	8	-2	4	11	-2	3	-3
Clc1ccc(CSc2nnc3ccccn23)c(Cl)c1	24	0	-6	-9	10	3	4	-40	9
FC(F)(F)c1cccc(Cc2noc(CN3CCCC(CN4CCCC4)C3)n2)c1 (stereo not drawn)	21	-6	-11	-3	-6	20	-12	6	2
COc1cnn(-c2ccc(F)cc2)c(=O)c1Br	2	0	-6	2	1	-9	-5	2	-4
Cc1cccc(N2C(=O)CC(SC(N)=Nc3ccccc3)C2=O)c1 (stereo not drawn)	3	1	-16	2	0	0	-5	-2	4
O=C(COC(=O)COc1ccc(Br)cc1)NC1CCCC1	10	5	19	-8	15	4	-3	3	1
COc1cc(-n2c(=O)c3ccccc3n(Cc3cccc(C)c3)c2=O)cc(OC)c1OC	2	1	-18	-9	11	-16	-2	2	-11
COc1cccc(NC(=O)CCC2CCN(C(=O)c3cncs3)CC2)c1	1	0	4	-3	4	6	-1	-5	-8
COc1ccc(CN=Cc2c(C(F)(F)F)[nH][nH]c2=O)cc1	44	3	0	-3	22	-8	-3	0	0
O=C(NCc1ccncc1)C1CCN(S(=O)(=O)c2cccc(C(F)(F)F)c2)CC1	13	-2	-27	-1	3	-2	-3	6	5
c1ccc(-c2nc3nc4ccccc4nc3n2CC2CCCO2)cc1 (stereo not drawn)	19	-11	-10	15	-395	9	1	-22	-2
C[C@@H]1CC[C@]2(O[C@@H](CCO)C[C@@H](O)[C@@H]2O)O1	14	0	-9	-3	25	2	-4	8	5
COc1ccc(N2C(=O)c3ccccc3C(C)(C)C2=O)cc1	15	4	13	9	8	-5	-4	-2	-3
O=C(Nc1ccc(S(=O)(=O)N2CCCC2)cc1)C1CCN(S(=O)(=O)c2ccc(F)cc2)CC1	4	1	-11	-3	9	7	7	10	2
O=C(COc1ccc(Cl)cc1Cl)Nc1cccc(-c2ccc(N3CCOCC3)nn2)c1	20	0	2	-6	-24	-5	-3	5	76*
O=C(CNC(=O)c1ccccc1)OCC(=O)c1ccc(Cl)s1	6	3	2	2	17	-10	2	-7	-1
COc1ccc(C(=O)NC2CCN(CC(=O)NC3CCCCC3)CC2)cc1	16	0	-1	7	10	11	-5	-5	-6
CCOc1cc(N2CCOCC2)c(OCC)cc1NC(=O)COc1ncnc2ccccc12	-3	3	-6	-5	8	7	-8	-5	6
CCCCn1nnnc1SCC(=O)N(CC)CC	8	1	-7	-3	15	4	-3	0	-6
Cc1ccc2nsnc2c1NC(=O)c1ccc([N+](=O)[O-])cc1	-10	4	5	-4	21	2	-7	-15	-7
COc1ccc(CN2CCNC(=O)C2CC(=O)N2CCCN(C(C)=O)CC2)c(OC)c1 (stereo not drawn)	-8	-6	2	6	0	11	-4	-3	1
COCCCNC(=O)CCN1C(=O)COc2ccccc21	9	-3	1	3	11	0	13	-5	6
CCN(CC)S(=O)(=O)c1ccc(O)c(C(=O)OCC(=O)NC2CCCC2)c1	-7	1	-12	2	-240	3	-3	2	4
CCOC(=O)C1Nc2ccccc2C2C(O)C(O)CC12 (stereo not drawn)	14	4	27	0	33	37	12	66*	8
CCCCc1ccc(NC(=O)CC(C)(C)C)cc1	24	2	-18	-17	19	13	-10	13	-2
Cc1[nH]n(C(N)=S)c(=O)c1N=Nc1cccc(Cl)c1	36	2	91*	89*	20	-7	-23	-5	72*
